Screening data: PubChem, several laboratories
FID counter: fluorescent intercalator displacement, NS3 helicase counter-screen. DNA fluorescent intercalator displacement, fluorescence. inhibition, % at 7.9 µM. 290,000 compounds, 0.17% hits; in the data active = inhibition above about 37%;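 note: 0% = vehicle and 100% = reference compound; higher means more ethidium bromide displaced from hairpin DNA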
NS3 helicase inh: inhibitors of Hepatitis C virus NS3 helicase; NS3 helicase DNA unwinding, Cy5 molecular beacon fluorescence; inhibition, % at 10.9 µM; 290,000 compounds, 0.56% hits; AID 1800;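 active = inhibition above the mean of all tested compounds plus 3 SD, set per campaign, cut at about 35% in these data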;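 note: 0% = DMSO wells and 100% = thioflavine S control wells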
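Measured by: Cy5 fluorescence, 0 and 60 min reads / Assay system: NS3 helicase fragment of HCV / Control set: low DMSO, high thioflavine S at 110 µM / Times: 1 h reaction at 25 °C, ATP-initiated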
M18AAP inhibitor: PfM18AAP enzyme inhibition. AID 1822. inhibition, % at 7.35 µM. recombinant PfM18AAP, H-Glu-NHMec fluorogenic cleavage. 290,000 compounds, 1.2% hits;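 active = inhibition above the campaign mean inhibition over all tested compounds plus 3 SD, cut at about 28% in these data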;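 note: 0% = plate median of test compound wells and 100% = 2 mM ZnCl2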
MEKK2 mut-MEK5: signal of MEK5 binding to mutant human MEKK2 PB1 domain; AID 1530; percent response, % at 10 µM; 290,000 compounds, 0.35% hits; bead flow cytometry, Alexa488-MEK5 binding to MEKK2 mutant; in the data active = percent response above about 24%, passing the limit was not always enough; note: inactives centre near 1; some results filed as inactive read as strong as hits
SUMO HTRF inh: SUMOylation inhibition | HTRF SUMOylation assay, SAE1/SAE2 + UBC9, in vitro | inhibition, % at 35 µM | 290,000 compounds, 0.36% hits | AID 2006; in the data active = inhibition above about 50%, passing the limit was not always enough; note: strong numbers were not always called active
Target sequence (P63279 whole entry, looked up): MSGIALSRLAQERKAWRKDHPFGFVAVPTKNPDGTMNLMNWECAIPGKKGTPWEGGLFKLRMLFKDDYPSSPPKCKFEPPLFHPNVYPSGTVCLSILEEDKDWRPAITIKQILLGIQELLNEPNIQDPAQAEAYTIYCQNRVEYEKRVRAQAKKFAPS
VIM-2 inh: blocks Pseudomonas aeruginosa VIM-2 metallo-beta-lactamase | purified VIM-2, nitrocefin hydrolysis, epi-absorbance fluorescence | inhibition, % at 5.6 µM | 290,000 compounds, 0.89% hits | AID 1527;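 active = inhibition above the mean of all tested compounds plus 3 SD, cutoff set per screening run, cut at about 7.5% in these data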;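 note: red hydrolysis product quenches plate fluorescence so inhibitors raise well fluorescence; 0% = enzyme with DMSO and 100% = DMSO without enzyme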
IMP-1 inh: blocks Pseudomonas aeruginosa IMP-1 metallo-beta-lactamase; 290,000 compounds, 0.45% hits; purified IMP-1, nitrocefin hydrolysis, epi-absorbance fluorescence; AID 1556; inhibition, % at 5.6 µM;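 active = inhibition above the mean plus 3 SD of all compounds in the same screening run, cut at about 4.5% in these data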;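 note: 0% = IMP-1 with DMSO and 100% = DMSO wells lacking enzyme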
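Material – recombinant IMP-1 enzyme, purified · Amount – IMP-1 0.2 nM before substrate addition · Medium – HEPES buffer pH 7.1 with ZnSO4 and Brij 35 · Timing – 25 °C, 15 min preincubation, 25 min reaction · Measured by – plate fluorescence quenching by hydrolysis product, ex 480/em 530 nm · Read-out – percent enzyme inhibition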
NALP1 inh: blocks the NALP1 inflammasome reconstituted in yeast; S. cerevisiae NALP1/ASC/caspase-1 growth, X-gal OD620, 72 h; inhibition, % at 10 µM; 280,000 compounds, 0.61% hits; in the data active = inhibition mostly above about 24%, no sharp cut-off; inactive = mostly below about 32%; note: some compounds called inactive have numbers as strong as hits
MEKK2wt PB1 HTS: raises or lowers MEK5 binding to wildtype human MEKK2 PB1 domain. Q9Y2U5. bead flow cytometry, Alexa488-MEK5 binding to MEKK2 WT; actives lie on both sides. binding response (% of control), % at 10 µM. 290,000 compounds, 1.1% hits. AID 1531; in the data active = binding response below about 67% or above about 130%
Numbers without * were called inactive; / = no result given.

SMILES | FID counter | NS3 helicase inh | M18AAP inhibitor | MEKK2 mut-MEK5 | SUMO HTRF inh | VIM-2 inh | IMP-1 inh | NALP1 inh | MEKK2wt PB1 HTS
Cc1ccc(-c2nnn(CC(=O)N(CCO)C(C(=O)NC3CCCC3)c3ccc(F)cc3)n2)o1 (stereo not drawn) | -21 | 5 | 5 | -10 | 8 | -2.9 | -0.3 | 32 | 91
COC(=O)c1ccc(NC(=S)N2CCN(Cc3cccc(C)c3)CC2)cc1 | -7 | -5 | -4 | -12 | 2 | -3.4 | -2.2 | 4 | 71
Cc1ccccc1OCCSc1nc2ccccc2n1CCC(=O)O | -42 | 28 | -3 | 0 | -5 | 1.4 | -1.3 | 16 | 99
Cc1ccnc(NC(=O)c2ccc3c(c2)OCO3)c1 | -7 | 1 | -12 | -13 | -12 | -0.9 | 1.2 | -1 | 81
COc1ccc(CCNc2c(C)c(C)nc3ncnn23)cc1 | -7 | -7 | 1 | 0 | 6 | 8.8* | -1.8 | -1 | 102
C=CCn1c(SCC(=O)Nc2ccc(OC)cc2)nc2ccccc2c1=O | -17 | 25 | -6 | 4 | 19 | -0.8 | -3.8 | 9 | 110
Cc1cc(O)c(C=Nc2ccc(N3CCOCC3)cc2)c(C)c1Cl | 3 | 1 | -28 | 3 | 9 | 1.7 | -14 | 12 | 103
CC(c1ccccc1)n1c(NCCCn2ccnc2)nc2c1c(=O)[nH]c(=O)n2C (stereo not drawn) | 2 | 0 | -7 | 2 | 4 | -1.5 | -2.0 | 2 | 105
CN1/C(=C\C=[N+](C)c2ccccc2)C(C)(C)c2ccccc21 | 0 | -14 | -2 | -2 | 9 | -1.0 | -1.2 | 5 | 99
O=C(N/N=C/c1ccccn1)c1ccncc1 | -3 | -6 | 4 | 12 | 12 | -1.6 | -3.2 | 7 | 99
COc1ccc(S(=O)(=O)N2CCC(C(=O)N[C@@H](C)C(=O)NCc3cccc(OC)c3)CC2)cc1 | -40 | -1 | -12 | 1 | -2 | -2.3 | -1.9 | 2 | 104
Nc1cc(=O)nc(SCC(=O)N2CCN(c3ccccc3)CC2)n1-c1ccccc1 | -29 | 1 | -17 | 5 | 14 | -1.4 | -2.2 | 17 | 101
CC(C)CCN1CC(O)=C(c2nc(-c3ccc(Cl)cc3)cs2)C1=N | -1 | 2 | 6 | 1 | -36 | 1.0 | -3.1 | -5 | 103
COc1cc(CN2CCN(Cc3ccc([N+](=O)[O-])cc3)CC2)c([N+](=O)[O-])cc1OC | 16 | -17 | 19 | -8 | 6 | -1.5 | -2.1 | -5 | 84
COC(=O)c1cccc(N(C(=O)CNC(=O)c2cccs2)C(C(=O)NCC2CCCO2)c2ccc(OC)c(OC)c2)c1 (stereo not drawn) | -34 | -7 | 5 | 2 | 4 | -2.6 | -3.5 | 10 | 98
Cc1ccc(S(=O)(=O)N2CCOCC2)cc1C(=O)N1CCCC1 | -9 | -7 | -9 | 0 | 3 | -0.3 | -0.8 | -2 | 103
COC(=O)c1ccc(Cn2nc(C)cc2C)cc1 | -5 | 7 | 5 | 1 | 1 | -1.0 | 0.3 | 18 | 96
COc1cc2c(cc1OC)CN(C(=O)Cc1ccccc1)CC2 | -20 | 10 | -16 | 2 | 10 | -0.1 | -0.6 | 32 | 106
Cc1c(C(=O)N(Cc2ccc(Cl)cc2)C2CCS(=O)(=O)C2)oc2ccccc12 (stereo not drawn) | -44 | -18 | -1 | -7 | -16 | -0.3 | -0.3 | -55 | 91
Nc1nnnn1/N=C/c1cc(Cl)cc(Cl)c1OCc1ccc(Cl)cc1Cl | -2 | 0 | 2 | 12 | -1 | -1.4 | -4.2 | -18 | 110
O=c1c2ccc(Cl)cc2nc(-c2ccc([N+](=O)[O-])cc2)n1O | -1 | -17 | -10 | -2 | 9 | -0.6 | 0.3 | -14 | 100
CCCCNCCOCCOc1ccc(Cl)cc1Br | 15 | -22 | 1 | -1 | -12 | -3.4 | -1.3 | 52* | 99
COc1ccccc1NC(=S)NC1CCCCCC1 | -10 | -14 | -11 | 3 | -3 | -3.4 | -3.5 | 2 | 104
CCOC(=O)c1c(NC(=O)CSc2nncn2C)sc(C)c1C | -4 | 3 | 1 | / | 6 | 0.3 | -3.7 | 6 | /
CCc1ccc(NC(=O)c2cc(-c3ccc4c(c3)OCO4)on2)cc1 | -5 | 5 | -2 | 3 | 16 | -1.0 | -5.6 | 0 | 100

The list goes on (5 carried over from the part before).
SMILES | FID counter | NS3 helicase inh | M18AAP inhibitor | MEKK2 mut-MEK5 | SUMO HTRF inh | VIM-2 inh | IMP-1 inh | NALP1 inh | MEKK2wt PB1 HTS
O=c1c2ccc(Cl)cc2nc(-c2ccc([N+](=O)[O-])cc2)n1O | -1 | -17 | -10 | -2 | 9 | -0.6 | 0.3 | -14 | 100
CCCCNCCOCCOc1ccc(Cl)cc1Br | 15 | -22 | 1 | -1 | -12 | -3.4 | -1.3 | 52* | 99
COc1ccccc1NC(=S)NC1CCCCCC1 | -10 | -14 | -11 | 3 | -3 | -3.4 | -3.5 | 2 | 104
CCOC(=O)c1c(NC(=O)CSc2nncn2C)sc(C)c1C | -4 | 3 | 1 | / | 6 | 0.3 | -3.7 | 6 | /
CCc1ccc(NC(=O)c2cc(-c3ccc4c(c3)OCO4)on2)cc1 | -5 | 5 | -2 | 3 | 16 | -1.0 | -5.6 | 0 | 100
COc1cccc(NC(=O)Nc2cc(Cl)ccc2C)c1 | 5 | 5 | 1 | -6 | -12 | -0.1 | -0.6 | 13 | 91
CC(C)(C)c1ccc(C(=O)NCCCNC(=O)c2ccco2)cc1 | -31 | 0 | -7 | -1 | 14 | -3.5 | -1.4 | 5 | 102
Cc1ccc(C(=O)N(Nc2nc3ccccc3s2)C(=O)c2ccc(C)cc2)cc1 | -7 | 2 | 5 | 3 | 11 | -4.1 | -0.1 | 11 | 97
O=C(Cc1ccc(Br)cc1)N1CCCC1 | 1 | 1 | -1 | 14 | -1 | 0.2 | -2.5 | 15 | 109
COc1ccc(S(=O)(=O)N/N=C(/C)c2ccc(Cl)cc2)cc1 | 2 | -13 | 3 | 2 | -6 | 2.9 | -0.7 | 2 | 102
CN(NC1CC(=O)N(c2ccccc2)C1=O)c1ccccc1 (stereo not drawn) | -7 | 9 | -3 | 1 | 5 | -1.2 | -3.2 | 25 | 100
COc1ccc(/C=C(\NC(=O)c2ccc(OC)cc2)C(=O)Nc2ccc(C(=O)O)cc2)cc1 | -43 | 10 | 5 | -7 | -9 | 0.0 | -1.1 | 22 | 98
C/C=C/c1ccc(OCCCCOc2ccccc2C(C)=O)c(OC)c1 | -8 | -7 | -1 | -1 | -4 | -0.6 | -2.6 | 36 | 96
CN1CCN(C(=O)C2=C[C@@H](c3coc4ccccc4c3=O)C[C@@H](OCc3ccc(CO)cc3)O2)CC1 | 4 | 3 | 8 | 7 | -12 | -3.5 | -3.1 | 18 | 100
CCn1c(/C=C/Nc2ccccc2)[n+](CC)c2cc(Cl)c(Cl)cc21 | 6 | 6 | 3 | 7 | -21 | -4.3 | -3.0 | -3 | 105
Cc1ccc(S(=O)(=O)N2CCCCC2)cc1NC(=O)COC(=O)c1ccc2c(c1)OCO2 | -16 | -15 | 3 | -3 | 27 | -1.8 | -1.5 | 19 | 97
COc1cc(OC)cc(C(=O)Nc2nnc(SCC(=O)NCC3CCCO3)s2)c1 (stereo not drawn) | -17 | 4 | -8 | 6 | 13 | -0.1 | -1.6 | 18 | 103
COc1ccc(Br)c2oc(S)cc(=O)c12 | -5 | 4 | -5 | 5 | -1 | -1.1 | -3.0 | 4 | 93
COc1ccc(NC(=O)CSc2nnc(-c3cccnc3)n2C)cc1 | 0 | -4 | -6 | 4 | 1 | -3.5 | -4.3 | / | 104
Fc1ccc(Nc2ncnc3sc4c(c23)CCC4)cc1F | -2 | 3 | 0 | 20 | 14 | -2.8 | -1.3 | -1 | 94
Cc1cc(C)cc(OCC(=O)NC(C)c2ccccc2)c1 (stereo not drawn) | -32 | -2 | 1 | 5 | 0 | 0.2 | -3.5 | 0 | 104
COc1cc(-c2nc(CN3CCN(c4ncccn4)CC3)c(C)o2)ccc1F | 2 | -4 | 1 | -11 | 7 | 0.2 | -1.3 | -9 | 93
Cn1ncc2c(NNC(=O)c3ccc(O)cc3)ncnc21 | -5 | -2 | 22 | 2 | -2 | -3.0 | -3.0 | -15 | 106
CC1CCN(C(=O)CCN2C(=O)/C(=C/c3cccs3)SC2=S)CC1 | -24 | -1 | -21 | 0 | 4 | 0.3 | -4.1 | -3 | 93
O=C(NCc1ccco1)C(c1ccccc1)N(CC1CCCO1)C(=O)Cn1nnc2ccccc21 (stereo not drawn) | -8 | 3 | -3 | -6 | / | -2.5 | -1.5 | / | 99
CC(C)(C)OC(=O)N1CCC(c2c(C(=O)NCC3CCN(C4CCCC4)C3)cnn2-c2ccccc2Cl)CC1 (stereo not drawn) | 10 | -30 | -1 | 5 | 0 | 0.0 | -1.1 | 26 | 122
COc1cccc(NS(=O)(=O)c2ccc3[nH]cc(C(=O)N(C)Cc4ccco4)c(=O)c3c2)c1 | -10 | 4 | -16 | -2 | -1 | -2.9 | -3.3 | 0 | 87
CCn1c(C)csc1=NC(=O)c1ccccc1 | -5 | 1 | 6 | -2 | -18 | 0.0 | 0.3 | -4 | 95
Cc1c(C(=O)N2CCCC2)c(S(=O)(=O)N2CCCCC2)c(C)n1C | -11 | 12 | 2 | -1 | -1 | 1.5 | 1.9 | 16 | 103
CCOC(=O)c1ccc(NC(=O)COc2ccc(S(=O)(=O)NC(C)(C)C)cc2)cc1 | -6 | -1 | -5 | 17 | -1 | -1.6 | -1.5 | 11 | 101
COc1ccc(CCNc2nc(C)c(C(C)=O)s2)cc1OC | -11 | -4 | 15 | 0 | 8 | -4.2 | -1.9 | -13 | 100
NNC(=O)CSCc1nc(-c2ccc(Cl)cc2)cs1 | -15 | -5 | -4 | -6 | 37 | -2.8 | 1.6 | -5 | 97

Entries above shown as hits in NALP1 inh.
canonical_smiles	NS3 helicase inh	M18AAP inhibitor	MEKK2 mut-MEK5	SUMO HTRF inh	VIM-2 inh	IMP-1 inh	NALP1 inh	MEKK2wt PB1 HTS
CCCCNCCOCCOc1ccc(Cl)cc1Br	-22	1	-1	-12	-3.4	-1.3	52*	99

Full records from above.
`C/C=C/c1ccc(OCCCCOc2ccccc2C(C)=O)c(OC)c1` is listed with FID counter = -8; NS3 helicase inh = -7; M18AAP inhibitor = -1; MEKK2 mut-MEK5 = -1; SUMO HTRF inh = -4; VIM-2 inh = -0.6; IMP-1 inh = -2.6; NALP1 inh = 36; MEKK2wt PB1 HTS = 96
`O=C(Cc1ccc(Br)cc1)N1CCCC1` is listed with FID counter = 1; NS3 helicase inh = 1; M18AAP inhibitor = -1; MEKK2 mut-MEK5 = 14; SUMO HTRF inh = -1; VIM-2 inh = 0.2; IMP-1 inh = -2.5; NALP1 inh = 15; MEKK2wt PB1 HTS = 109
